Screening results from PubChem BioAssay.
N370S GC: N370S glucocerebrosidase modulation, Gaucher chaperone candidate. P04062. N370S GC spleen homogenate, 4MU-glucoside fluorescence. Potency, µM (top dose mostly 59.4 µM), for inactives: at the top dose activity change, negative = inhibition, most hits filed as inhibitors. 330,000 tested, 0.092% active;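 further: 0% = full enzyme activity and -100% = no enzyme basal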
FEN1 inhibitor: inhibitors of human flap endonuclease 1 | P39748 | Recombinant FEN1 flap cleavage, fluorescence, 15 min | Potency, µM (top dose mostly 114 µM), without a hit: at the highest dose activity change, negative = inhibition, actives largely listed as inhibitors | 390,000 tested, 0.35% active | AID 588795; further: nearly all actives have a fitted effect of over 65% in size
Target sequence (P39748 whole entry, looked up): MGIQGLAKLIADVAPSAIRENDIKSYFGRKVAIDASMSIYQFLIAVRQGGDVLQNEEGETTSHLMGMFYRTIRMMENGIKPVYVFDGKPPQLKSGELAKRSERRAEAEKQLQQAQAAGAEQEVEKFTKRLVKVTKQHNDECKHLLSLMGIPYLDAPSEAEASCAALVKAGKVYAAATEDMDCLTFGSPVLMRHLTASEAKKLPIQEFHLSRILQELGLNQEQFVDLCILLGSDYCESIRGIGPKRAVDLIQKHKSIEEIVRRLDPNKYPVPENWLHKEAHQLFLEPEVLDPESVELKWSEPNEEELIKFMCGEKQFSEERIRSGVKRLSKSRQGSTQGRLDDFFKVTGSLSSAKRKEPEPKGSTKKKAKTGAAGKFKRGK
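Recombinant FEN1 (10 nM) was preincubated with pin-transferred compounds for 15 min at room temperature, then flap DNA substrate (50 nM final) was added. Plates were read at 0 and 15 min, and normalized concentration–response data were fitted to a four-parameter Hill equation.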
TDP1 block: blocks human tyrosyl-DNA phosphodiesterase 1; Q9NUW8; 350,000 tested, 0.28% active; Potency, µM (series often up to 130 µM), without a hit: top-dose activity change, negative = inhibition, most hits filed as inhibitors; recombinant TDP1, AlphaScreen DNA substrate cleavage; further: nearly all actives have a fitted effect of over 40% in size
Target sequence (Q9NUW8 whole entry, looked up): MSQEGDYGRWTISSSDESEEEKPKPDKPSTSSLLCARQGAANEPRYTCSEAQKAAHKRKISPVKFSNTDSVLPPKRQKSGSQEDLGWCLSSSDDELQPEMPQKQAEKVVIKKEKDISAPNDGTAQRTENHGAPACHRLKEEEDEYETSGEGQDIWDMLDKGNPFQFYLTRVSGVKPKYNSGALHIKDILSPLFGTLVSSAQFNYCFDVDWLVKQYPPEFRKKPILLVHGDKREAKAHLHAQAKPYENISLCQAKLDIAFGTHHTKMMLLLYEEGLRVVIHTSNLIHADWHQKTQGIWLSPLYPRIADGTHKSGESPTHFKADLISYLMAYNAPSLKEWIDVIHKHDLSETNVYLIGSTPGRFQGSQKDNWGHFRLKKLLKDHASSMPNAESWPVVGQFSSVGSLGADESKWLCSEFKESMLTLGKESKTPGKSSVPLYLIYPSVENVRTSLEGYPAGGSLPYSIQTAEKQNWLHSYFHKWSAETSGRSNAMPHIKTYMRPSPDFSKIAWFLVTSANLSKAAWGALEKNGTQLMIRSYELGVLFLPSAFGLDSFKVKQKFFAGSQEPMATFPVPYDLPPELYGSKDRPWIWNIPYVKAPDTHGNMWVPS
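Recombinant human Tdp1 (E. coli-expressed, 1 nM final) preincubated with compounds 15 min at room temperature, then 5'-biotin/3'-phosphotyrosine-FITC DNA substrate (15 nM final) added for 5 min. AlphaScreen beads (10 ug/ml final) added 10 min; cleavage lowers signal.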
* hit, by the source's call; ? = inconclusive; · = no result given; & = joins results of further samples; [ ] = another dose, or the depositor's remark. The call rests on the fitted dose curve; in most records, active means well fitted curve in the direction sought with a large enough effect; inconclusive means small, poorly fitted or top-dose-only effect, or another doubt; inactive means no such curve, though single readings can be large; an effect the other way counts as inactive or inconclusive. Unless noted, on the % scale 0 is the no-effect control and ±100 the full control effect; potency means the concentration at half of the fitted maximal effect. The order is random; any-hit rate near 0.53%.

SMILES | N370S GC | FEN1 inhibitor | TDP1 block
CCOC(=O)C1(CCCc2ccccc2)CCN(C(=O)c2cc(C)nn2CC)CC1 | -5% | 14% | 3%
Cc1cc2occ(CC(=O)N(C)CC(=O)Nc3c(C)cccc3C)c2cc1C | -25% | 0% | 5%
Cc1ccc(CN2C(=O)CCC2(C)C(=O)NCc2cccnc2)cc1 (stereo not drawn) | ? | -4% | -4%
COc1ccc(Cl)cc1S(=O)(=O)NC(C)C(=O)NCc1cccnc1 (stereo not drawn) | 4% | 3% | -5%[0.0935 µM]
CCOC(=O)Cc1cc(=O)n2[nH]c(C)c(-c3ccccc3)c2n1 | 4% | -8% | 10%
Cc1ccc(C(=O)Cn2c(C(=O)OCCO)cc3ccccc32)cc1 | 0% | -7% | 3%
CC(C)(C)NC(=O)C[n+]1ccc(C(N)=O)cc1 | -20% | -6% | 5%
COCCn1c(SCC(=O)N2CCN(c3ccccc3)CC2)nc2c(c1=O)SC(C)C2 (stereo not drawn) | 9% | 2% | ·
COc1ccc2c(c1)C(=O)[C@@H](OC(=O)NCc1ccc3c(c1)OCO3)[C@H](c1ccc(OC)c(Br)c1)O2 | -5%&3% | · | 8%&3%
CCCN1CNc2c(c(=O)[nH]c(=S)n2CCc2cc(C)ccc2C)C1 | · | -6% | -3%
COC(=O)COc1ccc(Oc2nc(NC(C)(C)C)nc(N3CCOCC3)n2)nn1 | · | -4% | 1%
CCOC(=O)N1CCN(c2c(NCCCN(CC)CC)c(=O)c2=O)CC1 | 0% | 6% | 5%
CCOC(=O)c1ccc(NC(=O)C2=C(C)C(=O)OC23CCCCCC3)cc1 | · | -10% | 4%
Cc1ccc(-n2cc(C(=O)c3cc(Cl)ccc3O)cc(C#N)c2=O)cc1 | 11% | -3% | 6%
COc1cc([N+](=O)[O-])ccc1NC(=O)CSc1nncn1-c1cccnc1 | 11% | -2% | 3%
Cc1ccc(/C=C2/SC(=O)NC2=S)o1 | 0% | 40µM* | ?
Cc1ccccc1-c1noc(-c2ccccc2C(=O)NCC2CCCO2)n1 (stereo not drawn) | 3% | 18% | -1%
Cc1ccc(-c2cc(-c3ccccc3)[nH]c(=S)c2C#N)cc1 | 2% | 0% | 6%
COc1ccc2c(c1)CC[C@@H]1[C@@H]2CC[C@]2(C)[C@@H](NCCCCCCN3C(=O)C=CC3=O)CC[C@@H]12 | 2% | · | 15%
C=CCN1C(=O)CSc2ccc(C(=O)OCC)cc21 | 7% | -12% | -4%
Cc1c(C)c2cc(Cl)c(OC(C)C(=O)NCCN3CCOCC3)cc2oc1=O (stereo not drawn) | -21% | 5% | 2%
CC1(C)NC(=O)N(CCOCCOc2ccc3ccccc3c2Br)C1=O | 4% | -2% | 5%
Cc1cc2ccccc2n1CCNC(=O)C1CCCCC1 | -9% | -6% | 9%
CC(C)c1nc(C(=O)N2CCc3c([nH]c4ccccc34)C2c2ccccn2)cs1 (stereo not drawn) | -28% | ? | 3%
CN(C(=O)COC(=O)c1ccccc1C(=O)c1ccccc1)c1ccccc1 | · | -2% | 1%
CCCCNC(=O)c1cc2n(n1)C(C(F)(F)F)CC(c1ccccc1)N2 (stereo not drawn) | 23% | 5% | 5%
Cc1cccc(C)c1NC(=O)COC(=O)c1cc(=O)[nH]c2ccccc12 | · | -1% | -5%
CCC(=O)N1CCc2cc(S(=O)(=O)NC(C(=O)NCCc3ccc(OC)c(OC)c3)C(C)C)ccc21 (stereo not drawn) | · | 18% | 0%
CCOC(=O)c1cc(-c2ccc(OC)c(S(=O)(=O)Nc3ccc(OC)cc3OC)c2)on1 | · | 3% | 3%
CC(=O)NC(=O)Nc1sc(=S)n(C)c1C | -4% | 9% | 6%

Entries from the list above that have four or more nitrogen atoms, in the order listed:
SMILES | N370S GC | FEN1 inhibitor | TDP1 block
COCCn1c(SCC(=O)N2CCN(c3ccccc3)CC2)nc2c(c1=O)SC(C)C2 (stereo not drawn) | 9% | 2% | ·
CCCN1CNc2c(c(=O)[nH]c(=S)n2CCc2cc(C)ccc2C)C1 | · | -6% | -3%
COC(=O)COc1ccc(Oc2nc(NC(C)(C)C)nc(N3CCOCC3)n2)nn1 | · | -4% | 1%
CCOC(=O)N1CCN(c2c(NCCCN(CC)CC)c(=O)c2=O)CC1 | 0% | 6% | 5%
COc1cc([N+](=O)[O-])ccc1NC(=O)CSc1nncn1-c1cccnc1 | 11% | -2% | 3%
CC(C)c1nc(C(=O)N2CCc3c([nH]c4ccccc34)C2c2ccccn2)cs1 (stereo not drawn) | -28% | ? | 3%
CCCCNC(=O)c1cc2n(n1)C(C(F)(F)F)CC(c1ccccc1)N2 (stereo not drawn) | 23% | 5% | 5%

Complete entries, looked up by structure. Values in the order: N370S GC	FEN1 inhibitor	TDP1 block
`Cc1cccc(C)c1NC(=O)COC(=O)c1cc(=O)[nH]c2ccccc12` in the list: ·	-1%	-5%
`Cc1ccccc1-c1noc(-c2ccccc2C(=O)NCC2CCCO2)n1` (stereo not drawn) in the list: 3%	18%	-1%
`Cc1ccc(/C=C2/SC(=O)NC2=S)o1` in the list: 0%	40µM*	?

New compounds follow:
SMILES | N370S GC | FEN1 inhibitor | TDP1 block
CCOc1ccc(S(=O)(=O)N2CCN(c3nc(-c4ccccc4)nc4ccccc34)CC2)cc1 | · | -7% | 0%
O=C(O)CCCn1cc(NC(=O)c2cccc(F)c2)cn1 | -2% | -3% | 0%
COc1cc(OC)c2nc(C)c3c(c2c1)N(c1ccc(O)cc1)CC3 | ? | ? | 1%
Cn1c(Oc2ccc(F)cc2)c(C=O)c2ccccc21 | 1% | 9% | -4%
Cc1cccc(NC(=S)N(CCc2nc3cc(C)c(C)cc3[nH]2)Cc2cccnc2)c1 | -8% | -14% | 4%
Cc1nc(NC(=O)CCl)sc1C(=O)N(C)C | -9% | -4% | 1%
O=C(O)c1ccc(C2Nc3ccccc3C(=O)N2Cc2ccccc2)cc1 (stereo not drawn) | ? | 1% | -1%
COc1ccc(NC(=O)NCCCN2CCN(c3ccccc3F)CC2)cc1 | 7% | 12% | ·
COc1cc2c(cc1OC)CN(S(=O)(=O)/C=C/c1ccccc1)CC2 | -10% | 11% | ·
Cc1cccc(C(C)C)c1NC(=O)COC(=O)Cc1ccsc1 | 6% | -2% | 8%
Cc1cccc2cc(CN(Cc3nnnn3Cc3ccccc3)C3CCCC3)c(=O)[nH]c12 | 24% | 3% | 5%
CCOC(=O)N1CCN(CC(O)COc2ccc(C)c(C)c2)CC1 (stereo not drawn) | -1% | -18% | ·
Cc1cc(C)c(C(=O)COC(=O)[C@H](C)Nc2ccc(C(F)(F)F)cc2[N+](=O)[O-])c(C)c1 | 10% | 7% | 3%
COCCCNC(=S)N/N=C/c1ccc2ccccc2c1 | 7% | -15% | 3%
CSc1nnc(-c2cc3c(-c4ccccc4)nn(C)c3s2)n1C | 17% | 14% | -2%
C[C@]12C[C@@](C)(C=C1/C=C/c1ccc(C(F)(F)F)cc1)C(=O)C[C@H]2c1ccc(C(F)(F)F)cc1 | -5% | · | 0%
CCOC(=O)c1c(C)[nH]c(C)c1-c1ccccc1OC | 6% | -10% | -3%
COc1cccc(C(=O)C2CCCN(Cc3ccc(OC)c(Cn4cncn4)c3)C2)c1 (stereo not drawn) | -3% | 2% | ·
C=Cc1ccc(Cn2nc(-c3ccc(C)c(S(=O)(=O)N(CC)CC)c3)ccc2=O)cc1 | · | 0% | -1%
O=C(Cc1ccccc1)Nc1ccnn1C1CCN(Cc2ccc(CO)o2)CC1 | -6% | 1% | 3%[56.1 µM]
COc1ccc(NC(=O)[C@H](CCS(C)(=O)=O)N2Cc3ccccc3C2=O)c(OC)c1 | 5% | -14% | 7%
COCCCNC(=O)CSc1nc2cc3c(cc2c(=O)n1CCCCCC(=O)NCc1ccc(OC)cc1)OCO3 | · | 19% | 1%
C[C@@H]1C(c2ccc(F)cc2)=NN(c2ccc(Br)cc2)[C@H]1C(=O)N1CCOC1=O | 26% | -3% | ?
COc1ccc(-c2csc(NC(=O)CN3C(=O)C4CCCCC4C3=O)n2)c(OC)c1 (stereo not drawn) | -15% | -19% | 5%
COC(=O)c1c(NC(=O)CSc2nnc3ccccn23)sc2c1CCC2 | 10% | -5% | -4%
O=C(c1cn(-c2ccccc2)nc1-c1cccnc1)N1CCCC(C(F)(F)F)C1 (stereo not drawn) | -3% | 3% | ·
O=c1[nH]cc(S(=O)(=O)N2CCOCC2)c(=O)[nH]1 | -7% | 2% | -8%
O=C(CSc1nnc(-c2ccccc2F)n1C1CCCCC1)N1CCCC1 | 4% | -6% | 4%
COc1ccc(-c2nn(-c3ccccc3)cc2C(=O)Nc2cccc(S(=O)(=O)NC3=NCCC3)c2)cc1 | · | -21% | 3%
COc1ccc(Cn2c(=O)[nH]c3cc(C(=O)NCCCN4CCCCC4)ccc3c2=O)cc1 | 21% | 6% | 6%
COc1ccccc1CCNC(=O)CCCn1nc(C)c2c(C)n(-c3ccc(C)cc3)nc2c1=O | 0% | -4% | 2%
COc1cccc(C2C=C(c3ccc(C)c(C)c3)Nc3nnnn32)c1OC (stereo not drawn) | · | -4% | 4%
COCCNC(=O)CN1C(=O)NC2(CCCc3cc(OC)ccc32)C1=O (stereo not drawn) | 0% | -7% | ·
Cn1c(=O)c2[nH]c(SCC(=O)c3ccc(F)cc3)nc2n(C)c1=O | -1% | -4% | 3%
NC(=O)NOCc1ccccc1 | 2% | 5% | 5%
CSc1ccccc1NC(=O)CN(C)C(=O)CNc1ccc(C(F)(F)F)cc1[N+](=O)[O-] | · | -9% | 0%
COC(=O)C(C(=O)OC)c1ncccc1[N+](=O)[O-] | -4% | -1% | -3%
COCCNC(=O)c1ccc(CS(=O)(=O)c2cccc(C(F)(F)F)c2)o1 | -2% | -1% | ·
O=C(CN1CCCCC1)Nc1nc(-c2ccc(F)c(F)c2)cs1 | -2% | 2% | 0%
CCO[C@@H]1OC(C(=O)NCc2nc3ccccc3[nH]2)=C[C@H](c2ccccc2)[C@H]1CCCO | -1% | 13% | 4%
COc1cccc2cc(-c3nnc(SCC(=O)Nc4nc(C)cs4)n3C)oc12 | 7% | -5% | -2%
[O-][n+]1c2c(nn1-c1ccccc1)/C(=N/O)CCC2 | -2% | -3% | 0%
CCOC(=O)C(CC(=O)O)=C(c1ccccc1)c1ccccc1 | -2% | -1% | ·
C[C@H]1CN(Cc2ccccc2)C(=O)[C@@H]1CC(=O)NCc1ccccc1 | -2% | 17%&-14% | ·
O=C(Nc1ccc(Cl)cn1)c1ccc2[nH]c(=O)c(=O)[nH]c2c1 | -4% | -14% | -14%
CCCc1nc2n[nH]c(N)c2c2c1COC(C)(C)C2 | -11% | -6% | 1%
Cn1c(O)c(C=Nc2ccc(Br)cc2)sc1=O | 10% | -4% | -7%
CCN(/N=C/c1cccs1)c1cc(=O)n(C)c(=O)[nH]1 | -10% | 6% | 7%[56.1 µM]
CC(C)CN1CCc2nc(-c3ccccc3)c3c(c2CC1)COC(C)C3 (stereo not drawn) | -11%[12.8 µM] | · | 6%[21 µM]
CCn1cc(CNC(=S)Nc2cccc(Cl)c2C)cn1 | -1% | 2% | 5%
CSc1cccc(NC(=S)N(C(C)C)C(C)c2ccccn2)c1 (stereo not drawn) | -6% | -9% | 0%
CC1=C(C(N)=O)C(c2ccc(Cl)cc2)NC(=O)N1 (stereo not drawn) | -1% | -4% | -1%
COc1ccc(CNc2ccc([N+](=O)[O-])cn2)cc1 | 0% | 3% | ·
CC(C)CCn1c(CN2CCN(Cc3ccccc3)CC2)nc2c1c(=O)n(C)c(=O)n2C | -2% | 1% | 4%
CN(c1ccc(OCC(=O)OCC(=O)NC2CCCC2)cc1)S(=O)(=O)c1ccc2ccccc2c1 | -4% | -2% | -3%
COc1ccc(-c2cnn3cc(-c4cccc(Cl)c4)cnc23)cc1 | -8% | 19% | ·
COc1cccc(NC(=O)CSc2nnc(Cc3ccc(C)cc3)c(=O)n2N)c1 | ? | -20% | -8%[0.505 µM]
COc1ccc(-c2nc(SCC(=O)NCc3nc4ccccc4n3C)n3[nH]c(=O)cc3n2)cc1 | · | 7% | 8%
COc1cccc(/C=C2\N=C(c3c(-c4ccccc4)noc3C)OC2=O)c1OC | 8% | -12% | -2%
CC(C)COc1ccc(C(=O)Nc2scc(-c3ccc(Cl)cc3Cl)c2C(N)=O)cc1 | 4% | -5% | -6%
Later entries:
SMILES | N370S GC | FEN1 inhibitor | TDP1 block
CCN(C[C@H]1N[C@@](C)(C(=O)OC)[C@H]2C(=O)N(C)C(=O)[C@@H]12)C(=O)Nc1ccccc1 | · | 10% | 0%
Cc1cccc(CC(=O)N2CC(=O)Nc3ccc(Br)cc3C2c2ccc(F)cc2)c1 (stereo not drawn) | · | -22% | 6%
CCOc1cccc(C(=O)Nc2cccc(NC(=O)c3ccco3)c2)c1 | 11% | 12% | 3%
Cc1ccc(S(=O)(=O)N2C(=O)CCC2C(=O)N2CCN(C)CC2)cc1 (stereo not drawn) | -2% | -2% | 0%
O=C(N/C(=C/c1ccco1)C(=O)N1CCOCC1)c1ccccc1Br | -1% | -1% | 6%
COc1ccccc1Cn1cccc1C=O | 5% | 4% | -1%
Oc1ccccc1CNc1ccc(OC(F)(F)F)cc1 | 2% | -18% | 3%
